TTR transcr act: increases transthyretin transcription. SH-SY5Y TTR promoter Gaussia luciferase, luminescence; 100% = recombinant luciferase protein wells. activation, % at 16.7 µM. 92,000 compounds, 1.3% hits;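 active = activation above the mean of all tested compounds plus 3 SD, cut at about 9.5% in these data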;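 also: cells exposed to compounds for one day before reading; 0% = median of all test compound wells on the plate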
* hit, by the source's call.

SMILES	TTR transcr act
C[C@H]1CN([C@@H](C)CO)C(=O)c2cc(Br)cnc2O[C@@H]1CN(C)S(C)(=O)=O	5.4
COCCCNCCCCSc1ccc(Cl)cc1	3.2
CSc1cccc(CN2CCCC(CO)(Cc3cccc(Cl)c3)C2)c1 (configuration not stated)	4.1
O=C(CN1CCc2ccccc21)NC(=O)NC1CCCCC1	-0.7
COc1ccc(-n2nc(C(=O)NCC(=O)N3CC(C)CC(C)C3)c3ccccc3c2=O)cc1OC (configuration not stated)	-1.5
O=c1[nH][nH]cc1C=Nc1cc(Cl)ccc1O	-1.7
O=C(Nc1ccon1)c1csc2ccccc12	-1.0
Cn1ccsc1=NC(=O)c1ccccc1OC(F)F	0.7
CCN(CC(=O)Nc1cc(Cl)ccc1C)c1ncnc2sc(C)c(C)c12	1.2
Cn1cc(C2CC(c3ccccc3)=NN2C(=O)c2ccccc2)c2ccccc21 (configuration not stated)	-1.0
O=C1C2C3C=CC(CC3)C2C(=O)N1c1cccc(C(F)(F)F)c1 (configuration not stated)	2.6
COc1cccc(C=Nc2ccc3c(c2)CCC3)c1O	-1.5
CC(C)c1nnc(NC(=O)c2nc(S(=O)(=O)Cc3ccccc3)ncc2Cl)s1	-1.2
CC1CN(CCC(=O)Nc2ccccc2F)CC(C)O1 (configuration not stated)	-0.5
CC1CCCCN1C(=O)CCc1nnc(Cc2c[nH]c3ccccc23)o1 (configuration not stated)	-0.8
Cc1ccc(-c2cc(C#N)c3n(c2=O)CCC3)cc1	-1.2
O=C(c1ccc(CSc2ccc(Cl)cc2)cc1)N1CCOCC1	0.8
COC(CCN(C)C)(c1ccccc1)c1ccccc1	-1.8
O=C(O)CCN1C(=O)/C(=C/c2cccc(OCc3ccc(F)cc3)c2)SC1=S	-1.2
O=C(O)c1ccc(C=NN=Cc2ccco2)cc1	-0.4
Cc1ccc[n+](-c2nc([O-])sc2/C=N/Nc2ccc([N+](=O)[O-])cc2)c1	1.2
Cc1ccc2[nH]c3c(NCc4ccco4)ncnc3c2c1	-0.5
CCn1c(SCC(=O)Nc2ccccc2C)nc2nc3c(cc2c1=O)COC(C)(C)C3	1.1
Fc1ccc2c(c1)C1OCCCC1C(c1ccccc1)N2 (configuration not stated)	-1.9
O=S(Cc1ccccc1)Cc1ccccc1	-0.3
Cc1cc(C)n2c(-c3ccccc3Cl)nnc2n1	-2.1
CCC(C(=O)Nc1ccncc1)c1ccccc1 (configuration not stated)	-2.9
CC(Nc1cccc(F)c1)C(=O)Nc1ccc(S(N)(=O)=O)cc1 (configuration not stated)	1.0
COc1ccc(CCNc2nc(C)cc(=O)[nH]2)cc1OC	0.1
COc1ccc(Cl)cc1NC(=O)CN(C)C(=O)/C=C/c1ccco1	0.3
CN(C)S(=O)(=O)c1ccc(C(=O)N2CCN=C2SCc2cccnc2)cc1	-1.7
O=C(Nc1ccc(C#Cc2ccccc2)cc1)C1CC1	-4.0
COc1ccc(Nc2nnc(SCC(=O)N(CC(C)C)C3CCS(=O)(=O)C3)s2)cc1 (configuration not stated)	-0.8
COc1cc(C=O)c(Br)cc1OCC(=O)NCCc1ccccc1	-1.4
Cc1[nH][nH]c(=O)c1C=NCc1ccc(Cl)cc1	1.9
COc1ccc(C)cc1NC(=O)Nc1cnccn1	1.1
O=C1C(Cc2ccccc2)Nc2ncnc(N3CCN(c4ccccc4)CC3)c2N1Cc1ccc(Cl)cc1 (configuration not stated)	1.2
O=C(COc1ccc(Cl)cc1Cl)NNC(=S)NCc1ccco1	1.6
N#CC1=C(N)OC2=C(C(=O)CCC2)C1c1ccsc1 (configuration not stated)	-2.5
Nc1ccccc1SCC(=O)Nc1ccc(N2CCOCC2)cc1	1.8
CCOc1ccc(C(=O)Nc2cc3c(cc2N2CCCC2)n(CC)c(=O)n3CC)cc1OCC	-1.3
COc1cccc(CN(C)C[C@H]2OCc3cnnn3CCCC(=O)N([C@H](C)CO)C[C@@H]2C)c1	4.9
COC(=O)[C@H](C)NC(=O)Nc1ccccc1F	-1.8
Cc1cc(O)c(C=Nc2cccc(Cl)c2)c(=O)o1	-0.7
CCc1cc(C(=O)Nc2ccccc2N2CCOCC2)sc1C	-0.5
Cc1csc(NC(=O)c2cccnc2Cl)n1	1.0
CC(=C\C=O)/C(C)=C/CC[C@@H]1O[C@@H]2C[C@@H]3O[C@](C)(C[C@H]4C[C@H](O)[C@@H]5O[C@@H]6C[C@H](O)[C@@H](C)O[C@@]6(C)CC[C@H]5O4)[C@@H](O)CC[C@@]3(C)O[C@H]2[C@@H](O)[C@@H]1C	0.6
CC(C)(C)C(=O)Nc1nc2cc3c(cc2s1)OCO3	-2.0
O=C(CN1C(=O)NC2(CCCC2)C1=O)OCCOc1ccccc1	0.7
CC1CCN(CCCNC(=O)c2ccc(CS(=O)(=O)Cc3ccc(Cl)cc3)o2)CC1	2.9
CC(C)NC(=O)COC(=O)c1ccccc1Oc1ccccc1	-0.4
Cc1ccc(OCc2n[nH]c(=S)n2N)cc1C	-0.2
COCCCN1C2=C(C(=O)CC(C)(C)C2)C(c2ccc(OC)c(OC)c2)C2=C1CC(C)(C)CC2=O	1.1
Cc1cc(N=Nc2ccc(Cl)cc2)cc(CN2CCOCC2)c1O	-0.5
Cc1cc(C)nc(NC(=O)c2ccc(Br)s2)n1	5.2
Cc1ccc(F)c(N=Cc2c(O)c3ccccc3oc2=O)c1	4.2
Cc1ccc(N2CCN(CC(O)COc3cccc4ccccc34)CC2)cc1 (configuration not stated)	-1.7
COc1cc(Cl)ccc1NC(=O)COc1ccccc1C(=O)NN	-1.5
COCCCNC(=S)NNC(=O)C1CC1c1ccc(C(C)(C)C)cc1 (configuration not stated)	0.2
CCc1cc2c(=O)c(-c3ccc(F)cc3)c(C)oc2cc1OCC(=O)O	1.5

Another view of some results above.
| molecule | TTR transcr act |
| --- | --- |
| COC(=O)[C@H](C)NC(=O)Nc1ccccc1F | -1.8 |
| COc1ccc(C)cc1NC(=O)Nc1cnccn1 | 1.1 |
| CC(C)(C)C(=O)Nc1nc2cc3c(cc2s1)OCO3 | -2.0 |
| COc1cc(C=O)c(Br)cc1OCC(=O)NCCc1ccccc1 | -1.4 |

Following part:
SMILES	TTR transcr act
COc1ccc(NC(=O)CSc2nnnn2-c2ccccc2OC)c(OC)c1	-0.5
CCOC(=O)CCN(C(=O)Nc1ccccc1)C1CCCCC1	3.4
Cc1ccc(C)c(NC(=O)Cc2ccc(S(=O)(=O)N3CCCCC3)s2)c1	2.0
O=C(CSc1nc2c(sc3ccccc32)c(=O)n1CCCN1CCOCC1)NCC1CCCO1 (configuration not stated)	-0.5
COC(=O)C1=C(C)N=c2s/c(=C/c3cccs3)c(=O)n2C1c1cccs1 (configuration not stated)	-1.0
C[C@H]1COC(=O)[C@@H](CC(=O)OC(C)(C)C)C/C=C\C[C@H](CC(=O)NCCO)C(=O)N1	4.0
CCc1ccc(CN2CCC(C(=O)Nc3ccc(Oc4ccccc4)nc3)CC2)o1	-3.4
CCN(CC)S(=O)(=O)c1ccc(OCC(=O)NCc2ccco2)cc1	3.0
COC(=O)[C@]12C[C@H](CC(=O)NCc3ccccc3)C(=O)N(Cc3ccco3)C1=C[C@H](COCc1ccccc1)O[C@@H]2C	1.2
CN(C)C(=O)CCc1ccc2c3c([nH]c2c1)[C@]1(C)[C@@H](C(=O)N2CCCCC2)C[C@H](CC(=O)NCCc2ccccn2)C(=O)N1CC3	2.2
O=C(CCSCCC(=O)NN=Cc1ccccc1O)NN=Cc1ccccc1O	0.5
O=C(/C=C/c1ccco1)NCC1COc2ccccc2O1 (configuration not stated)	2.6
Cc1ccc(C)c(Cn2nnc3c(=O)[nH]c(C4CCCN(C(=O)C5CCCCC5)C4)nc32)c1 (configuration not stated)	-3.4
CC(=O)Nc1ccc(OC(=O)c2cccs2)cc1	4.1
C=CCOc1ccc(/C=C/C(=O)OCC(=O)NCC2CCCCC2)cc1	-2.0
CCC1(CC)Cc2ccccc2-c2nc(NCCO)[nH]c(=O)c21	6.2
N#Cc1c(N2CCCC(O)C2)nc(N)c2c(N)nc3c(c12)CC(=O)N3C12CC3CC(CC(C3)C1)C2 (configuration not stated)	-3.6
CC(C)(C)C(=O)Nc1cccc(-c2cc(-c3c(Cl)cccc3Cl)no2)c1	-1.2
COc1ccc(C(=O)N/N=C(/C)c2ccc(N3CCCCC3)cc2)cc1	-1.5
CCCCCCCCCCCCOC(=O)C[N+](C)(C)C	0.2
Clc1cccc(Cl)c1-c1noc(-c2ccno2)n1	7.1
Cc1ccc(S(=O)(=O)N2CCCCC2)cc1NC(=O)Cn1c(=O)cnc2ccccc21	-2.0
Cc1cc(NC(=S)N(CCCN2CCN(C)CC2)Cc2ccco2)ccc1Cl	-1.1
O=C(COC(=O)c1ccccc1)NCC1CCCO1 (configuration not stated)	1.2

Grouped by structure, the entries above containing fluorine (9)
SMILES	TTR transcr act
Cn1ccsc1=NC(=O)c1ccccc1OC(F)F	0.7
O=C1C2C3C=CC(CC3)C2C(=O)N1c1cccc(C(F)(F)F)c1 (configuration not stated)	2.6
CC1CN(CCC(=O)Nc2ccccc2F)CC(C)O1 (configuration not stated)	-0.5
O=C(O)CCN1C(=O)/C(=C/c2cccc(OCc3ccc(F)cc3)c2)SC1=S	-1.2
Fc1ccc2c(c1)C1OCCCC1C(c1ccccc1)N2 (configuration not stated)	-1.9
CC(Nc1cccc(F)c1)C(=O)Nc1ccc(S(N)(=O)=O)cc1 (configuration not stated)	1.0
COC(=O)[C@H](C)NC(=O)Nc1ccccc1F	-1.8
Cc1ccc(F)c(N=Cc2c(O)c3ccccc3oc2=O)c1	4.2
CCc1cc2c(=O)c(-c3ccc(F)cc3)c(C)oc2cc1OCC(=O)O	1.5

Next section
SMILES	TTR transcr act
O=C(CSc1cc(Cl)ccc1Cl)NCC1CCCO1 (configuration not stated)	-1.8
CCOc1ccc(C(=O)Nc2ncccc2Cl)cc1	0.2
COc1cc(OC)c(CN2CCCN(C)CC2)cc1Br	0.8
CC(=O)c1ccc(N2CCN(c3ccc(S(=O)(=O)N4CCN(C)CC4)cn3)CC2)cc1	1.8
N#CC(Cc1ccccc1)(Cc1ccccc1)C(=O)NN	1.1
O=C(Nc1ccccc1-c1ccccc1)NC1CC2CCCC(C1)N2CCc1ccccc1 (configuration not stated)	0.0
O=Cc1c(NCCc2cccc(F)c2)c2ccccc2[nH]c1=O	-0.8
COc1ccc(-c2ccc(CN3C(C)C(=O)N(Cc4cn(CCC5OCCO5)nn4)CCS3(=O)=O)cc2)cc1OC (configuration not stated)	-0.6
Cc1ccc(-c2nc3ccccn3c2NC(=O)c2ccco2)cc1	-1.3
Cc1ccsc1/C=N/Nc1ncnc2nc[nH]c12	0.3
CC(/C=C/c1ccccc1F)=N\NC(=O)c1ccc(Cl)cc1	2.2
N#CC(C(=O)c1ccccc1)=C1SCCS1	9.5
CCCn1nc(C(=O)N(C)CC(=O)Nc2ccc(OCC)c(OCC)c2)c2ccccc2c1=O	6.5
CCOC(=O)CNC(c1ccccc1)c1cc(Br)ccc1NC(=O)OCC (configuration not stated)	-2.3
CN(C)CC/C=C1\c2ccc(F)cc2Sc2cc(F)c(Cl)cc21	2.2
Cc1ccc(-n2nc3c(c2NC(=O)c2ccco2)CS(=O)(=O)C3)cc1	-1.4
C=CCOc1ccc(C2/C(=C(\O)c3ccc4c(c3)CC(C)O4)C(=O)C(=O)N2CCN2CCOCC2)cc1OCC (configuration not stated)	1.0
Cc1cc(=O)n(Cc2ccco2)c(=S)[nH]1	-0.2
CCOC(=O)N1CCN(C(=O)C(NC(=O)C2CCC(C)CC2)C(C)C)CC1 (configuration not stated)	1.6
CN(C(=O)c1nn(C)c2c1CS(=O)(=O)c1ccccc1-2)c1cccc(Cl)c1	-1.4
O=C(Cc1ccc([N+](=O)[O-])cc1)Nc1cccnc1	3.7
Cc1ccc2nc(NC(=O)C3=NN(c4ccccc4)C(=O)CC3)sc2c1	-0.3
Cc1cn(CC(=O)NCCCn2ccnc2)c(=O)[nH]c1=O	2.0
COCCN=c1scc(-c2ccccc2)n1/N=C/c1c[nH]c2ccccc12	-2.6
CCCOc1ccc(Cc2c(O)nc(N)[nH]c2=O)cc1C	-1.0
Cc1cccc(N2C(=O)C3C4C=CC(C5CC45)C3C2=O)n1 (configuration not stated)	-0.3
CCOC(=O)CCc1c(C)nc2cc(-c3ccccc3OC)[nH]n2c1=O	1.4
COc1cc2nc(=S)n3[nH]c(COc4ccccc4C)nc3c2cc1OC	0.7
Cc1cc(C)c(OCCNCc2ccccc2)c(C)c1	13*
CCOC(=O)c1oc2ccccc2c1NC(=O)c1ccc(S(=O)(=O)N(C)C)cc1	2.3
Cc1ccccc1CC1(CO)CCCN(C(=O)c2cc(-c3ccccc3)no2)C1 (configuration not stated)	-1.2
O=C(CNC(=O)c1[nH]cnc1C(=O)NC(c1ccccc1)c1ccccc1)OCc1ccccc1	11*
O=C(Cc1ccccc1)NNC1CC(=O)N(c2ccc(Oc3ccccc3)cc2)C1=O (configuration not stated)	1.4
O=C(NCC(=O)N1CCN(Cc2ccccc2)CC1)c1cc(Cl)cc([N+](=O)[O-])c1	-2.6
Cc1[nH]c2ccc(-c3n[nH]c(=S)n3-c3ccc(Br)cc3)cc2c1C	-1.0
CCC(CO)Oc1cc(NCc2ccccn2)c2ncn(C(C)C)c2c1 (configuration not stated)	-1.6
Cc1ccc(OCc2cc(C(=O)N3CCN(C4CCCCC4)CC3)no2)cc1C	0.2
Cc1c(NC(=O)/C(C#N)=C/c2c(N3CCCCC3)nc3ccccn3c2=O)c(=O)n(-c2ccccc2)n1C	2.6
Cc1cccc(C)c1NC(=O)C1(N2CCN(C(=O)c3ccco3)CC2)CCCCC1	-0.9
CCc1nn(-c2cc(Oc3cccc4ccccc34)nc(-c3ccccc3)n2)c(N)c1C#N	-0.4
Cc1ccc(N2CCN(S(=O)(=O)c3ccc(C)cc3)CC2)cc1	-0.1
Cc1ccc(C(=O)CSc2ncnc3ccccc23)o1	2.1
CCn1c(CCCNC(=O)c2ccco2)nc2ccccc21	1.4
CC(=O)Nc1sc(NC(=O)c2ccc([N+](=O)[O-])cc2)nc1-c1cccs1	-2.8
O=C(Nc1ccccc1)Nc1cccn(Cc2c(F)cccc2Cl)c1=O	-3.2
COc1ccc(N2CCN(CC(=O)Nc3nnc(-c4ccccc4)s3)CC2)cc1	1.1

A portion of the library, so the mix of outcomes need not match the whole.
